# Screening results (PubChem BioAssay)
# Hsp90 block = tumor Hsp90 inhibitors, primary screen, cell lysate, fluorescence polarization, NCI-N417 lysate | Cy3B-geldanamycin FP displacement | Heat shock protein HSP 90-alpha (Homo sapiens), P07900 | 64,000 tested, 0.35% active | inhibition, % at 30 µM;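 active = inhibition above 50%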;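 note: 0% = tracer plus lysate wells and 100% = tracer alone without lysate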
# Her2 expr inh = inhibitors of Her2 protein expression, primary screen, SKBR-3 cells, AlphaScreen, 66K library; SKBR-3 HER2 protein level, 18-24 h; stronger effect = lower value; HER2 level % of control, % at 10 µM; 65,000 tested, 0.69% active;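 active = HER2 level under 5% of the carrier-only control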;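 note: 100% = DMSO carrier and 0% = 500 nM PU-H71 HSP90 inhibitor; lower value means stronger loss of Her2 protein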
# Abs 340nm = compound light absorbance at 340 nm, profiling panel, artefact control, biochemical, MLSMR library, data from PS, PMK, MK assays; compound absorbance at 340 nm, fold over control; fold change at 10 µM; 65,000 tested, under 10 active; AID 708, 2007;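 active = at 10 µM dose, initial 340 nm absorbance at least 2 fold that of control wells; inactive = change under 2 fold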;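 note: initial absorbance extrapolated from kinetic A340 decline of NADH oxidation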
# PKA inh = inhibitors of human PKA kinase activity, primary screen, biochemical, ATP-depletion luminescence, Kemptide substrate. cAMP-dependent protein kinase catalytic subunit alpha (Homo sapiens), P17612. PKA Kemptide phosphorylation, Kinase-Glo ATP luminescence. inhibition, % at 6 µM. 65,000 tested, 0.1% active;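 active = inhibition above the screen-wide mean inhibition plus 3 SD, cut at about 21% in these data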; note: many of its hits are not listed in these tables
# Cdc25B inh = inhibitors of Cdc25B phosphatase catalytic domain, primary screen, biochemical, OMFP fluorescence. M-phase inducer phosphatase 2 (Homo sapiens), P30305. recombinant Cdc25B, OMFP fluorescence Ex485/Em525. inhibition, %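 (compounds tested at 10 µM final in the well)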. 65,000 tested, 0.1% active; in the data active = inhibition above about 50%
# Target sequence (P30305 whole entry, looked up, the tested form may be a part): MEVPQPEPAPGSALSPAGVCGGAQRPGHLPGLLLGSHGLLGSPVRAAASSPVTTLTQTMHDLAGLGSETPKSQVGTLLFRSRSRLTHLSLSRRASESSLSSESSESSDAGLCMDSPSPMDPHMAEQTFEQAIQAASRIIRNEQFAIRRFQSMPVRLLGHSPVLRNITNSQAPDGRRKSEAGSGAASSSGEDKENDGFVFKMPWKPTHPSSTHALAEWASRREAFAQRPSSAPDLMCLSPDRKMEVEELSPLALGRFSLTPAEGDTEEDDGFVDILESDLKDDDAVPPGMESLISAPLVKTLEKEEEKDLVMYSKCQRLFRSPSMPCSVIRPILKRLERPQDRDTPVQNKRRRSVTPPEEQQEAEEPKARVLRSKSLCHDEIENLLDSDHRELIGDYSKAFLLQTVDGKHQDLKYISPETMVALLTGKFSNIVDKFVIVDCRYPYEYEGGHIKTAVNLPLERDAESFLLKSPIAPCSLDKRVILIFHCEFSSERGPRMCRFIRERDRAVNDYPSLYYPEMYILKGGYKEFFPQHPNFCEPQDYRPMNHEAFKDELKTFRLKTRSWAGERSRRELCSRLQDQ
# Autofluor 339 = intrinsic fluorescence of library compounds, ex339/em460 – biochemical, MLSMR library, data from DPM-DC assay, artefact control, profiling panel. compound autofluorescence, ex339/em460 nm, NADH buffer; stronger effect = higher value; 1 = no-compound wells, NADH background. fluorescence fold increase at 10 µM. 65,000 tested, 5.5% active;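 active = at 10 µM, mean starting fluorescence two-fold or more over control wells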;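 note: signal is the first read of a kinetic run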
# DUSP1 inh = MKP-1 phosphatase inhibitors, primary screen, biochemical, in vitro; Dual specificity protein phosphatase 1 (Homo sapiens), P28562; recombinant MKP-1, OMFP hydrolysis fluorescence; inhibition, %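 (compounds tested at a single concentration somewhere between 10 and 100 µM)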; 65,000 tested, 0.15% active; AID 374, 2006;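 active = inhibition above about 50%, limit read from the data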;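 note: 0% = DMSO max control wells and 100% = wells with enzyme stopped by NaOH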
# Target sequence (P28562 whole entry, looked up): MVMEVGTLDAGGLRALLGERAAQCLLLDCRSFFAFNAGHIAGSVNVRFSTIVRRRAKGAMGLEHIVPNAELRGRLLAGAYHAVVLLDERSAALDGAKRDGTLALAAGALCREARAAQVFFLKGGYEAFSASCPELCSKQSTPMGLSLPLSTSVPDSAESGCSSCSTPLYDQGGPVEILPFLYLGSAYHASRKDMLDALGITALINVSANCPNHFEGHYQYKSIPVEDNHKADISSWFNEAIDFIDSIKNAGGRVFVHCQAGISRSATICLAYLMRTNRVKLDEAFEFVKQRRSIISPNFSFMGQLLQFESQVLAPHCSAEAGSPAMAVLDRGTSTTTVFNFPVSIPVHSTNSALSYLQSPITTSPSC
# ROCK2 blocker = inhibitors of human ROCK2 kinase, primary screen, biochemical, high-throughput, luminescence; purified ROCK2, Kinase-Glo ATP depletion luminescence; 60,000 tested, 0.35% active; Rho-associated protein kinase 2 (Homo sapiens), O75116; inhibition, % at 6 µM; AID 604, 2007;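 active = inhibition above the screen-wide mean inhibition plus 3 SD, cut at about 18% in these data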;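 note: plate controls were DMSO wells for no effect and Y-27632 control wells after no-enzyme background subtraction for full effect; many of its hits are not listed in these tables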
# JNK3 inh = JNK3 kinase activity inhibitors, primary screen, biochemical, human, purified enzyme. Mitogen-activated protein kinase 10 (Homo sapiens), P53779. HTS. inhibition, % at 8 µM. 60,000 tested, 0.61% active. AID 746, 2007; in the data active = inhibition above about 17%;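 note: 0% = DMSO and 100% = reference inhibitor; many of its hits are not listed in these tables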
# Numbers without * were called inactive; / = no result given. Some of the compounds tested; count on the stated rates, not on these rows.
cpd	Compound	JNK3 inh	Autofluor 339	Cdc25B inh	DUSP1 inh	ROCK2 blocker	Abs 340nm	Her2 expr inh	PKA inh	Hsp90 block
1	O=C1c2ccccc2S(=O)(=O)N1CC(O)Cn1c2ccccc2c2ccccc21 (stereo not drawn)	1.3	1.05	0.5	-14.5	3.0	0.99	90.2	1.4	-3.1
2	Cc1c(/C(O)=C2/C(=O)C(=O)N(CCCN3CCOCC3)C2c2ccncc2)cnn1-c1ccccc1 (stereo not drawn)	0.8	1.1	20.7	-16.9	-4.3	1.02	117.2	2.7	-2.7
3	CCC(=O)OCc1cc2cccc(C)c2[nH]c1=O	4.7	1.44	-8.4	-1.8	12.2	1.09	94.9	9.5	0.5
4	CCOc1ccc(Oc2nc(NCC(C)C)nc(N(C)C)n2)nn1	-5.4	1.03	0.0	12.1	-5.9	1.03	111.3	-9.1	-6.3
5	Cc1cc(C(=O)N2CCc3ccccc32)n(-c2ccccc2)n1	-0.2	1.06	-11.3	4.5	1.7	1.04	58.8	-0.1	-3.9
6	Clc1ccc2oc(-c3ccccc3)nc2c1	/	1.06	0.3	-0.6	/	1.02	97.3	/	/
7	O=C1NCCCC1C(=O)N1CCN(C(=O)C2CCCNC2=O)CC1 (stereo not drawn)	8.1	1.08	-10.9	-18.8	0.4	0.98	86.7	2.5	-2.0
8	CC(=O)Nc1ccc(S(=O)(=O)NC2(C(F)(F)F)NC(=O)N(C3CCCC3)C2=O)cc1 (stereo not drawn)	-13.1	1.15	-9.7	8.0	-2.1	1.04	84.1	-4.1	-3.0
9	O=C(NCc1cccs1)C1CCCN(S(=O)(=O)c2cccs2)C1 (stereo not drawn)	0.3	1.17	-7.2	0.3	2.1	1	78.8	6.7	-3.8
10	O=S(=O)(NC1CCCCC1NS(=O)(=O)c1ccc(F)cc1)c1ccc(F)cc1 (stereo not drawn)	2.2	1	-0.8	-3.3	0.3	0.98	65.0	-4.0	-2.2
11	N#Cc1ccc(COc2ccc(CCO)cc2-n2nc3ccccc3n2)cc1	-6.3	1.95	-14.4	20.8	0.1	1.02	108.2	6.6	-2.5
12	O=C(c1ccc(COc2c(F)c(F)c(F)c(F)c2F)o1)N1CCOCC1	-5.7	1.05	-6.9	6.9	-9.8	0.98	85.7	1.3	-3.6
13	O=C(NCCN1CCOCC1)c1cc2sccc2n1Cc1ccc(F)cc1	2.9	1.09	-3.7	-0.1	2.1	0.97	83.0	6.7	-2.8
14	COc1ccc(C(c2c(O)ccc3ccccc23)N2CCOCC2)c(OC)c1 (stereo not drawn)	-4.4	1.42	-1.6	9.1	3.8	1.02	42.4	3.4	2.1
15	Cc1ccccc1OCC(=O)Nc1ccc2c(c1)OCO2	-2.7	1.07	-14.1	-23.4	1.6	1.02	109.9	2.8	7.4

# Complete entries, looked up by structure:
# CC(=O)Nc1ccc(S(=O)(=O)NC2(C(F)(F)F)NC(=O)N(C3CCCC3)C2=O)cc1 (stereo not drawn) across the screens: JNK3 inh = -13.1; Autofluor 339 = 1.15; Cdc25B inh = -9.7; DUSP1 inh = 8.0; ROCK2 blocker = -2.1; Abs 340nm = 1.04; Her2 expr inh = 84.1; PKA inh = -4.1; Hsp90 block = -3.0
# CCOc1ccc(Oc2nc(NCC(C)C)nc(N(C)C)n2)nn1 across the screens: JNK3 inh = -5.4; Autofluor 339 = 1.03; Cdc25B inh = 0.0; DUSP1 inh = 12.1; ROCK2 blocker = -5.9; Abs 340nm = 1.03; Her2 expr inh = 111.3; PKA inh = -9.1; Hsp90 block = -6.3

# The listing continues.
cpd	Compound	JNK3 inh	Autofluor 339	Cdc25B inh	DUSP1 inh	ROCK2 blocker	Abs 340nm	Her2 expr inh	PKA inh	Hsp90 block
16	COc1ccc(-c2nn(C)c3sc(C(=O)NCc4ccco4)cc23)cc1OC	3.8	3.1*	15.1	27.9	4.7	1.04	103.0	5.7	-1.8
17	Cc1noc(C)c1S(=O)(=O)N1CCC(C(=O)N2CCN(c3ccc(F)cc3)CC2)CC1	/	1.13	-3.9	13.3	/	1.07	120.4	9.9	1.3
18	O=C(CSc1nnc(-c2cccs2)n1-c1ccccc1)NCC1CCCO1 (stereo not drawn)	0.4	1.09	-11.1	2.6	0.7	1.02	90.4	6.0	-3.2
19	Cc1ccc(-n2nnnc2SC(C)C(=O)Nc2ccc(Cl)cn2)cc1 (stereo not drawn)	5.8	1.07	-6.7	0.4	4.7	1	106.7	12.8	-1.6
20	O=C(CSc1ncnc2c1oc1ccccc12)N1CCCc2ccccc21	3.2	1.09	1.7	13.7	0.9	1.03	92.5	2.3	-11.6
21	Oc1c(C(c2ccco2)N2CCN(C(c3ccccc3)c3ccccc3)CC2)sc2ncnn12 (stereo not drawn)	-1.5	1.05	-4.2	41.7	-1.1	1.05	41.1	5.0	-7.0
22	COC(=O)c1[nH]c2c(c1C)C(=O)CC(c1ccccc1)C2 (stereo not drawn)	6.1	1.12	-4.0	-18.1	-3.8	1	76.2	-1.1	-3.2
23	CC(=O)Nc1ccc(N=Cc2nc(-c3ccc(C)cc3)oc2O)cc1	-8.6	1.03	-8.2	13.3	1.6	1.02	93.5	2.1	-3.6
24	O=C1Nc2cc(Cl)cnc2N2CCCC12 (stereo not drawn)	8.5	1.29	2.6	9.9	0.0	1.1	92.5	7.0	-2.8
25	COc1ccc(N(CC(=O)NC2CCCCC2)S(=O)(=O)c2cccnc2)cc1	3.7	1.09	-9.9	9.2	0.7	1.04	121.2	10.9	0.2
26	Cn1c(=O)c2cc(S(=O)(=O)N3CCC(c4ccccc4)CC3)ccc2n(C)c1=O	-4.3	1.17	8.4	25.6	-4.8	1.06	94.4	-7.5	-3.1
27	Cc1ccc(-c2nnc(SCC(=O)Nc3ccccc3F)o2)cc1	-7.3	1.12	-7.8	1.4	3.9	0.98	105.8	5.7	-1.1
28	CC(=O)C1=C(O)C(=O)N(CCCCCC(=O)O)C1c1ccc(N(C)C)cc1 (stereo not drawn)	-2.5	1.05	0.2	21.9	5.5	1.09	107.2	-0.1	-6.5
29	O=C(c1cccs1)n1nc(-c2ccccc2)nc1NCc1ccco1	1.0	1.19	-2.7	-6.5	8.0	1.03	223.9	11.8	-6.5
30	O=C(CN1CCN(S(=O)(=O)c2ccc(Cl)cc2)CC1)Nc1ccc2c(c1)OCCO2	1.3	1.18	-2.9	2.0	5.9	0.97	112.7	4.0	-3.1

# Some of the entries above in another layout.
# Every second line gives: JNK3 inh | Autofluor 339 | Cdc25B inh | DUSP1 inh | ROCK2 blocker | Abs 340nm | Her2 expr inh | PKA inh | Hsp90 block
25. COc1ccc(N(CC(=O)NC2CCCCC2)S(=O)(=O)c2cccnc2)cc1
    3.7 | 1.09 | -9.9 | 9.2 | 0.7 | 1.04 | 121.2 | 10.9 | 0.2
26. Cn1c(=O)c2cc(S(=O)(=O)N3CCC(c4ccccc4)CC3)ccc2n(C)c1=O
    -4.3 | 1.17 | 8.4 | 25.6 | -4.8 | 1.06 | 94.4 | -7.5 | -3.1

# Next part
cpd	Compound	JNK3 inh	Autofluor 339	Cdc25B inh	DUSP1 inh	ROCK2 blocker	Abs 340nm	Her2 expr inh	PKA inh	Hsp90 block
31	O=C(CN1C(=O)c2ccccc2C1=O)Nc1ccccc1C(=O)N1CCCC1	-4.9	1.02	-11.4	-3.0	4.2	0.98	102.0	2.5	-2.4
32	Cc1c(C(=O)O)oc2ccc(S(=O)(=O)NCc3ccc4c(c3)OCO4)cc12	1.6	1.07	-7.4	-14.6	5.7	1.01	128.3	10.9	-1.1
33	O=C(CCSCCc1ccncc1)NCCCN1CCOCC1	-1.4	1.13	8.8	-2.8	0.8	1.01	103.9	2.1	-0.1
34	O=C(NCc1ccncc1)c1nnc(Cc2c(F)cccc2Cl)o1	2.0	1.15	-5.5	15.0	-2.1	1.03	114.2	5.3	-3.6
35	CC(=O)Nc1ccc2c(c1)nc(CCN1CCOCC1)n2C	-3.9	1.14	-0.2	19.6	1.1	0.97	92.8	12.5	-1.3
36	CCc1nc2ccccc2c(=O)n1CCCCn1c(CC)nc2ccccc2c1=O	-3.0	1.08	-11.0	3.1	-3.7	0.96	122.0	-7.3	-0.8
37	CCOC(=O)N1CCN(S(=O)(=O)/C=C/c2ccccc2)CC1	-2.1	1.12	-4.4	10.6	6.4	1.06	99.9	9.7	0.6
38	Cc1nc2ccc(S(=O)(=O)NC(C(=O)NCc3cccs3)C(C)C)cc2s1 (stereo not drawn)	1.9	0.96	-14.1	-2.0	8.6	0.99	91.3	9.4	-3.1
39	O=C(Cc1ccc(Br)cc1)c1ccc(O)cc1O	4.2	1.1	-8.0	8.3	1.9	1.07	117.9	7.2	-2.1
40	COc1ccc(OC)c(S(=O)(=O)N2CCC(C(=O)NCc3ccccc3OC)CC2)c1	-8.8	1.04	-3.8	13.6	-4.4	1.01	102.4	-0.2	-5.5
41	COC(=O)c1[nH]c2ccccc2c1NC(=O)CN1CCN(C/C=C/c2ccccc2)CC1	-11.1	1.78	4.0	6.7	2.3	1.02	88.7	6.8	-4.6
42	COc1ccc(-n2nc3cc(C)c(NC(=O)C(C)C)cc3n2)cc1	1.1	5.11*	-7.3	12.6	4.8	1.04	117.7	8.9	-3.9
43	CCN1CCCC1CNC(=O)c1ccc(N2CCCC2=O)cc1 (stereo not drawn)	1.3	1.08	9.0	-3.2	2.3	1.02	73.3	11.3	-0.1
44	CC1Cc2cc(C3(O)C(=O)c4ccccc4C3=O)ccc2N1 (stereo not drawn)	-10.2	1.14	-9.0	0.9	1.9	0.99	79.4	7.5	-2.3
45	CCCn1c(CCC(=O)O)ccc1-c1ccc(F)cc1	-6.8	2.01*	-6.5	28.8	6.8	1.07	92.5	8.3	-7.5
46	c1ccc(CCNc2nc3ccccc3n3nnnc23)cc1	-1.8	2.58*	-6.4	3.6	-0.5	1.05	80.4	-3.1	0.3
47	O=C1NCCCC1C(=O)N1CCN(C(c2ccccc2)c2ccccc2)CC1 (stereo not drawn)	-7.3	0.86	4.8	15.5	-6.4	1.03	108.2	-5.1	-2.4
48	Cc1nc2ccc(Br)cn2c(=O)c1Cl	/	1.11	2.6	7.6	/	1.15	214.0	-9.6	/
49	CCN1CCN(c2ncc3c(n2)CC(c2cc(OC)c(OC)c(OC)c2)CC3=O)CC1 (stereo not drawn)	-3.3	1.06	-3.3	-13.4	3.9	1.07	54.7	7.7	-4.6
50	COC(=O)c1ccccc1NC(=O)c1ccccc1OC	5.8	1.06	-10.8	-6.4	2.5	1.03	95.1	6.1	-1.9
51	Cc1ccc(NC(=O)CN(C)S(=O)(=O)c2cccc3nsnc23)cc1C	3.7	1.14	-11.7	-3.1	-0.6	1.03	70.6	1.9	-2.2
52	O=C(Nc1ccccc1)NC1CCN(Cc2nnnn2C2CCCCC2)CC1	6.2	0.97	-8.2	27.3	4.9	1.01	105.7	7.3	-2.5
53	Cc1cc(C)n2nc3nc(N4CCCC4)nc(-c4ccccc4)c3c2n1	1.0	3.16*	-6.7	42.3	6.8	1.09	85.3	13.2	-4.4
54	COc1cc(Cn2cnnn2)ccc1O	-4.0	1.06	-7.3	-2.4	1.6	0.97	85.2	-0.6	-0.8
55	O=C(Nc1nc2ccc(S(=O)(=O)N3CCCC3)cc2s1)C1CCCO1 (stereo not drawn)	-1.5	1.07	-11.0	3.7	0.5	0.99	92.0	-3.5	-6.5
56	Cc1ccccc1CSc1nnc(-c2cccnc2)n1N	2.0	1.07	1.0	-1.3	7.3	1	102.8	11.3	-10.4
